# Bioassay records (PubChem)
# CSN inh – inhibitors of CSN-mediated cullin deneddylation, primary screen, biochemical, fluorescence polarization, uHTS; COP9 signalosome complex subunit 5 (Homo sapiens), Q92905; Purified CSN, SCF-Nedd8-OG deneddylation; inhibition, % at 12.5 µM; 360,000 tested, 0.38% active;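 active = pattern-corrected inhibition above about 35%, with an unprinted fluorescence ratio check between 0.5 and 1.5, limit read from the data, passing the limit was not always enough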;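 also: 0% = enzyme with substrate and 100% = substrate without enzyme; some results filed as inactive read as strong as hits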
# Target sequence (Q92905 whole entry, looked up, one chain of several): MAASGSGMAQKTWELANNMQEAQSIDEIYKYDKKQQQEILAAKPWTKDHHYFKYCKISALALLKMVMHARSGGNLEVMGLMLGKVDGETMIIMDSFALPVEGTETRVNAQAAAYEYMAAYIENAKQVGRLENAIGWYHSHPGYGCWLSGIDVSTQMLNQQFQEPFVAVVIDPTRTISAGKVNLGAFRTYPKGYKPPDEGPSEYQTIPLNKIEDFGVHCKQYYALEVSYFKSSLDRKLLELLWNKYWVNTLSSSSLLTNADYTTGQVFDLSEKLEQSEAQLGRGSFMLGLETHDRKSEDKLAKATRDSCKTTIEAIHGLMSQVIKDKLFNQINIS
#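 Assay system: purified human Csn5 enzyme expressed in HEK293T cells; Input: 0.24 nM Csn5 enzyme, final concentration; Reagent: 10 nM SCFSkp2-Nedd8OG; Compound dosing: 12.5 µM single point; Times: reaction 90 min, room temperature; Technique: fluorescence polarization readout.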
# DNMT1 block – human DNMT1 methyltransferase inhibitors, primary screen, biochemical, molecular beacon, fluorescence, HinP1I cleavage, uHTS | 360,000 tested, 0.83% active | inhibition (reported as % activation of signal), % at 10 µM | DNA (cytosine-5)-methyltransferase 1 (Homo sapiens), P26358 | AID 588458, 2011; in the data active = inhibition above about 50%
# LMPTP inh – LMPTP phosphatase inhibitors, primary screen, biochemical, fluorescence intensity, uHTS | Low molecular weight phosphotyrosine protein phosphatase (Homo sapiens), P24666 | recombinant LMPTP-A, OMFP fluorogenic substrate | inhibition, % at 20 µM | 360,000 tested, 0.22% active | AID 651560, 2012;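 active = compounds that cut the enzyme signal by at least half of the control window in the single-dose screen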;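 also: plate controls were DMSO wells with enzyme plus substrate for no effect and substrate without enzyme for full effect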
# Target sequence (P24666 whole entry, looked up): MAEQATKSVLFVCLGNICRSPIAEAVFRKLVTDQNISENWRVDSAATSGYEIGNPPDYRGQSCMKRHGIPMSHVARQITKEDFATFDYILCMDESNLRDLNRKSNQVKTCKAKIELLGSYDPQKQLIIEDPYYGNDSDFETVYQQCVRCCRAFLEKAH
#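 Assay system: LMPTP-A phosphatase enzyme | Input: 0.625 nM enzyme | Also added: Fluorogenic phosphatase substrate OMFP at 400 µM final | Compound dosing: One test concentration per compound, 20 µM, with 3% DMSO overall | Schedule: 50 min enzyme reaction at room temperature, protected from light | Signal: Fluorescence intensity | Benchmarks: no-enzyme and uninhibited controls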
# Rpn11 inh – Rpn11 (PSMD14) deubiquitinase inhibitors, primary screen, biochemical, fluorescence polarization, uHTS | calls only at 20 µM | human 26S proteasome, Ub4-pepOG fluorescence polarization; 20S core pre-blocked with epoxomicin | 360,000 tested, 0.59% active | 26S proteasome non-ATPase regulatory subunit 14 (Homo sapiens), O00487 | AID 588493, 2011;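 active = inhibition at 20 µM, scaled to each plate's controls, above about 33%, limit read from the data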
# Scp1 inh – Scp-1 phosphatase inhibitors, primary screen, biochemical, colorimetric, uHTS | Carboxy-terminal domain RNA polymerase II polypeptide A small phosphatase 1 (Homo … | Recombinant Scp1, phosphopeptide, malachite green phosphate absorbance | inhibition, % at 20 µM | 340,000 tested, 0.88% active;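 active = inhibition above about 50% at 20 µM, limit read from the data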;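 also: plate controls were DMSO wells with enzyme for no effect and wells lacking enzyme for full effect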
#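 Incubation: 45 min enzyme reaction at room temperature / System: truncated SCP-1 phosphatase (76-261aa) / Reagent: Phospho 17-mer peptide substrate / Buffer or medium: Acidic Tris acetate buffer with magnesium and detergent / Signal: absorbance at 630 nm / Doses: one concentration, 20 µM, with 1.0% DMSO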
# Neddyl block – inhibitors of cullin neddylation, primary screen, biochemical, TR-FRET, uHTS, NAE and Ubc12; NEDD8-conjugating enzyme Ubc12 (Homo sapiens) + NEDD8-activating enzyme E1 regulatory …; calls only at 25 µM; 360,000 tested, 0.58% active; in the data active = inhibition above about 36%
# SUMO1 PPI mod – modulators of SUMO1 protein-protein interactions, primary screen, biochemical, uHTS. SUMO1 binding to a labelled peptide, TR-FRET, 1 h. inhibition, % at 20 µM. 360,000 tested, 0.33% active. AID 602429, 2012; in the data active = inhibition above about 37%
# STEP inh – STEP phosphatase inhibitors, primary screen, biochemical, fluorescence intensity, uHTS; inhibition, % at 20 µM; recombinant STEP, OMFP fluorogenic substrate; 360,000 tested, 0.25% active;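 active = inhibition at 20 µM, scaled per plate between control wells, above about 37%, limit read from the data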;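 also: 0% = DMSO with enzyme and substrate and 100% = substrate only without enzyme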
# Target sequence (P54829 whole entry, looked up): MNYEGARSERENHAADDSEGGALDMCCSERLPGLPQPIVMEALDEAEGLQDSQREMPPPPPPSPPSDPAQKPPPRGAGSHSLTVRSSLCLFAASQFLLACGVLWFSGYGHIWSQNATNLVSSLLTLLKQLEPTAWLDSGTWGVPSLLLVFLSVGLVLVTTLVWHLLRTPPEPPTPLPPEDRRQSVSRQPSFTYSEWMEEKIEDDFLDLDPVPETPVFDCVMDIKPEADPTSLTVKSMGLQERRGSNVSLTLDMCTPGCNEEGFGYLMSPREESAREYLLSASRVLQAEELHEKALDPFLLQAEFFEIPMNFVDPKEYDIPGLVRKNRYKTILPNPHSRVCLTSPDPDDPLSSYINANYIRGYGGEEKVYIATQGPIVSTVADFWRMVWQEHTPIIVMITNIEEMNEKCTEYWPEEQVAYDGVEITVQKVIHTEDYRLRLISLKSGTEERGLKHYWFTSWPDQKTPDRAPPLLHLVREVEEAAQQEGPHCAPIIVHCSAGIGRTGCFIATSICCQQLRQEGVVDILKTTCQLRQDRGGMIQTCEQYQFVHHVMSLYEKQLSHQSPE
#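 Also added – OMFP at 25 µM · Test system – STEP tyrosine phosphatase · Technique – FITC-channel fluorescence of OMFP product · Schedule – 20 min at room temperature, dark · Evaluation – control-normalized % inhibition with plate pattern correction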
# NadD inh – inhibitors of S. aureus NadD, primary screen, biochemical, colorimetric, uHTS | 360,000 tested, 0.78% active | AID 602399, 2012 | Nicotinate-nucleotide adenylyltransferase NadD (Staphylococcus aureus N315) | purified NadD enzyme, colorimetric absorbance read-out | inhibition, % at 20 µM; in the data active = inhibition above about 26%; also: some compounds past the cut are filed as inactive
# Rin1-Abl PPI inh – inhibitors of Rin1-Abl protein binding, primary screen, biochemical, TR-FRET | inhibition, % at 7.35 µM | 360,000 tested, 0.4% active | AID 588664, 2011; in the data active = inhibition above about 5%, passing the limit was not always enough
# The depositor's hits bear a star; i = inactive; nt = not tested or not shown; + = active, no number. Rows were taken by chance; overall some 3.8% were active at least once.
smiles,CSN inh,DNMT1 block,LMPTP inh,Rpn11 inh,Scp1 inh,Neddyl block,SUMO1 PPI mod,STEP inh,NadD inh,Rin1-Abl PPI inh
Cc1cc(CN(C)C(=O)c2cc(COc3ccc(C)c(C)c3)on2)n[nH]1,2,0,0.6,i,-2,i,0,0,-2,2
O=C(CCc1ccccc1Cl)N1CCN(S(=O)(=O)c2ccccc2)CC1,3,-3,-0.5,i,-6,i,-1,0,-4,2
Cc1onc(C(=O)NCc2ccc(F)cc2)c1[N+](=O)[O-],0,0,-1.2,i,-1,i,-12,-3,2,-3
Cc1ccc(NC(=O)CSc2nnc(-c3ccncc3)o2)cc1,-3,0,-1.2,i,-5,i,0,-3,-7,-5
COc1cccc2c(=O)c(SC(F)(F)C(F)C(F)(F)F)c(C)[nH]c12 (configuration not stated),-1,7,-0.9,i,-5,nt,3,-2,-4,2
CCN(c1ccccc1)S(=O)(=O)c1ccc2c(c1)N(C(C)=O)CCS2,-3,2,0.6,i,-11,i,-1,-1,3,-1
CCN1C(=O)[C@H]2[C@@H](c3ccc(-c4cccc(Cl)c4)cc3)N[C@@](C)(C(=O)OC)[C@H]2C1=O,-1,-9,-0.5,i,3,i,1,1,-2,3
CN1C(=O)[C@H]2[C@@H](/C=C/c3ccccc3)N3C(=O)CN(Cc4ccc(-c5ccccc5)cc4)C(=O)[C@@]3(Cc3ccccc3)[C@H]2C1=O,3,-8,1.2,i,-4,i,7,0,11,3
COc1ccc(NC(=O)C2(C)CCN2C(=O)Cc2ccc(Cl)cc2Cl)cc1OC (configuration not stated),-3,-2,-1.2,i,nt,i,-2,3,-3,1
Cc1ccc(-c2cc(N)n(-c3ccc(F)cc3)n2)cc1,-3,-5,0.0,i,-3,i,-2,2,0,2
O=C(NCc1cccnc1)Nc1ccc(Cl)c(Cl)c1,-3,-2,1.8,i,-4,i,6,1,3,-3
CCCCCCNc1c([N+](=O)[O-])cc(C)cc1[N+](=O)[O-],5,1,3.3,i,-11,i,-19,4,17,2
COc1ccc(-c2nnn(CC(=O)N3CCN(c4ccccc4OC)CC3)n2)cc1,-5,-6,-0.8,i,-2,i,-2,-5,-4,2
O=C(NCc1ccccc1)c1ccc(N2C(=O)C3CCCCC3C2=O)cc1 (configuration not stated),-12,1,1.7,i,-3,i,-15,-2,-1,-1
O=C1C2C3C=CC(C3)C2C(=O)N1/N=C/c1cn(Cc2ccccc2)c2ccccc12 (configuration not stated),-3,-8,3.6,i,-5,i,-1,0,6,-4
COc1cc(OC)c(C(=O)OCC(=O)N(Cc2ccccc2)C(C)(C)C)cc1OC,0,0,0.3,i,-12,i,5,0,-4,-5
CC(=O)c1cccc(Nc2ccc(C#N)cc2)c1,-2,9,0.4,i,nt,i,-6,-4,-2,1
Cc1cccc(NC(=O)C(C)SCc2ccccc2)c1 (configuration not stated),6,3,0.7,i,-8,i,5,1,-2,0
CCCCn1c(N)c(N(CC)C(=O)c2ccc([N+](=O)[O-])c(C)c2)c(=O)[nH]c1=O,1,0,0.6,i,-2,i,-2,-1,-3,-3
Cc1nc([N+](=O)[O-])c(C(=O)OCc2ccc(C#N)cc2)n1C,-5,-2,-0.4,i,-1,i,-20,-1,0,-1
O=C(Nc1nc2ccccc2n1CCN1CCCC1)c1ccc(Cl)cc1,3,-5,2.0,i,-6,i,4,-4,0,-3
CCOC(=O)C1CCN(c2nc3ccccc3n2CC(=O)c2ccccc2)CC1,6,-4,2.6,i,3,i,-3,-2,-8,2
CCC1CCCCN1C(=O)COC(=O)CN(C)S(=O)(=O)c1ccc(NC(C)=O)cc1 (configuration not stated),2,-1,1.1,i,-4,i,1,-2,5,0
CC(=O)NC1C(=O)N(Cc2ccccc2)c2ccc(Br)cc21 (configuration not stated),0,-4,2.2,i,-4,i,-4,0,-3,-3
CCC(=O)NNc1ncnc2c1cnn2-c1ccccc1,0,-3,-3.3,i,-4,i,1,2,-4,-1
COc1ccc(C(=O)c2sc(Nc3cccc(OC)c3)c(C(=O)Nc3cccc(C)c3C)c2N)cc1,4,24,1.6,i,3,i,2,6,36*,2
COc1ccc2[nH]c(=O)c(CN(CCc3ccccc3)Cc3nnnn3CC3CCCO3)cc2c1 (configuration not stated),-1,-2,-1.4,i,7,i,-4,5,8,2
Cc1cc(C)c2c(CN(C)Cc3ccccc3)cc(=O)oc2c1,-3,7,1.2,i,nt,i,5,-2,-7,2
COC(=O)C(Cc1ccccc1)OS(N)(=O)=O (configuration not stated),2,1,-2.5,i,4,i,-1,2,-5,2
CCN(CC)C(=O)Cn1cc(S(=O)(=O)Cc2cccc([N+](=O)[O-])c2)c2ccccc21,2,-5,-0.5,i,-3,i,-33,-1,-4,4
COc1cc(NC(=O)CN2C(=O)COc3ccc(S(=O)(=O)N4CCOCC4)cc32)cc(OC)c1,-3,1,-0.6,i,-10,i,4,-4,-6,0
O=C(Cc1cccs1)N1CCC(c2nc3c(nnn3Cc3ccccc3)c(=O)[nH]2)CC1,3,-1,-1.6,+,-3,i,5,-2,-2,1
Cc1ccc(S(=O)(=O)Nc2nc(C)cc(-n3nc(C)cc3C)n2)cc1,7,1,-0.3,i,84*,i,5,0,4,2
COc1ccc(CCNC(=O)CSc2nc3ccsc3c(=O)n2CC2CCC(C(=O)O)CC2)cc1OC (configuration not stated),1,0,-1.5,i,-8,i,-1,-1,-5,-2
O=C(CCSc1ccccc1)Nc1nccs1,-2,-3,-1.6,i,-9,i,-1,-1,-4,2
CN(C)C(CNc1ccc(S(C)(=O)=O)cc1[N+](=O)[O-])Cc1ccccc1 (configuration not stated),4,2,1.7,i,-2,i,-35,0,-6,-2
CC(OC(=O)c1cn(-c2ccccc2)nc1-c1cccnc1)C(N)=O (configuration not stated),-2,0,-1.7,i,-3,i,3,-3,-5,1
CCOC(=O)N1CCN(C(=O)C2CCN(S(C)(=O)=O)CC2)CC1,1,1,0.2,i,2,i,5,-1,-5,-1
C=CCc1cccc(C=Nc2cc(Br)ccc2O)c1O,1,0,-1.2,i,-7,i,2,-2,2,-2
CC(C)OCCCNC(=S)Nc1ccc2nc3n(c(=O)c2c1)CCCCC3,-2,3,0.6,i,-12,i,-4,0,-3,2
CCN(CC)S(=O)(=O)c1ccc2c(c1)c(=O)c(C(=O)NCc1ccco1)cn2C,2,-2,0.2,i,1,i,4,1,6,4
COC(=O)c1c(SCc2ccc(C#N)cc2)nc(=O)[nH]c1C,-1,-1,1.5,i,-6,i,6,-2,1,-1
O=S(=O)(CCN1C=CC(C(F)(F)F)=NCC1)c1ccc(Cl)cc1Cl,6,-1,-3.5,i,3,i,5,-2,0,-7
COc1ccc(NC(=S)N(Cc2cccnc2)Cc2cc3cc(OC)c(OC)cc3[nH]c2=O)cc1,-2,-5,-0.5,i,-7,i,6,8,2,-2
CC(=O)Nc1nnc(SCC(=O)NC(C)(C)C)s1,5,-1,-0.9,i,7,i,3,-2,-1,1
COc1ccccc1C(=O)NC(=O)COC(=O)C1CC1,1,0,-0.3,i,0,i,1,-2,4,-2
COC(=O)c1nc(N)sc1-c1ccc(Cl)cc1,4,-5,-0.8,i,1,nt,-6,2,-1,2
O=C(CNC(=O)c1ccc(Br)o1)OCC(=O)c1cccc([N+](=O)[O-])c1,4,-2,-2.8,i,-9,i,-19,-3,-7,-1
CC(=O)Nc1ccc(/C=C2\CCc3ccccc3C2=O)cc1,2,3,1.8,i,-16,i,-35,2,-4,-1
Cc1cc(OCC(=O)Nc2ccc(S(=O)(=O)N3CCN(C)CC3)cc2)ccc1Cl,-5,-3,1.6,i,-6,i,2,0,-13,-5

# Shown as a hit in Scp1 inh, among the entries above:
molecule	CSN inh	DNMT1 block	LMPTP inh	Rpn11 inh	Scp1 inh	Neddyl block	SUMO1 PPI mod	NadD inh	Rin1-Abl PPI inh
Cc1ccc(S(=O)(=O)Nc2nc(C)cc(-n3nc(C)cc3C)n2)cc1	7	1	-0.3	i	84*	i	5	4	2

# (listing goes on)
smiles,CSN inh,DNMT1 block,LMPTP inh,Rpn11 inh,Scp1 inh,Neddyl block,SUMO1 PPI mod,STEP inh,NadD inh,Rin1-Abl PPI inh
CC1CCN(C(=O)c2ccc(CS(=O)(=O)Cc3ccccc3)cc2)CC1,1,1,-0.6,i,-4,i,4,2,0,2
CN1CCN(CC(O)Cn2c3ccccc3c3ccccc32)CC1 (configuration not stated),0,1,-2.3,i,-8,i,-2,0,-6,3
COc1cc(-c2nnc(SCC(=O)NC3CCCC3)n2C)cc(OC)c1O,1,0,-2.1,i,-4,i,-3,-3,-6,1
CC(C)C1N=C2c3ccccc3N=C(SCC(=O)NCCc3ccc(S(N)(=O)=O)cc3)N2C1=O (configuration not stated),0,-1,0.6,i,0,i,2,-2,-2,-2
O=C(c1cc2ccccn2n1)N1CCN(Cc2ccccc2)CC1,2,-1,-3.0,i,-9,i,1,3,3,0
Cc1ccc(C(=O)CCC(=O)Nc2ccccc2F)cc1,4,0,-0.8,i,-6,i,4,1,-3,-2
O=c1nc(N2CCCCC2)nc(Nc2ccccc2)[nH]1,-3,3,0.0,i,-5,i,0,-2,-5,4
N#CC1=C(SCC(=O)Nc2ccc(C(=O)O)cc2)NC(=O)CC1c1ccco1 (configuration not stated),11,28,0.1,i,52*,i,27,22,-1,-2
COc1ccc(N2CC(O)(c3ccc(C)cc3)[N+]3=C2CCCC3)cc1 (configuration not stated),-3,3,-1.0,i,-11,i,0,-1,-2,-2
N#CCCN(C(=O)COC(=O)C1=NNC(=O)CC1)c1ccccc1,3,0,-1.4,i,1,i,-1,0,2,5

# Arranged by value in CSN inh (falling): 3 from the list above
Structure	CSN inh	DNMT1 block	LMPTP inh	Rpn11 inh	Scp1 inh	Neddyl block	SUMO1 PPI mod	NadD inh	Rin1-Abl PPI inh
N#CC1=C(SCC(=O)Nc2ccc(C(=O)O)cc2)NC(=O)CC1c1ccco1 (configuration not stated)	11	28	0.1	i	52*	i	27	-1	-2
Cc1ccc(C(=O)CCC(=O)Nc2ccccc2F)cc1	4	0	-0.8	i	-6	i	4	-3	-2
O=c1nc(N2CCCCC2)nc(Nc2ccccc2)[nH]1	-3	3	0.0	i	-5	i	0	-5	4
